Source: PubChem BioAssay (Broad Institute)
ARNT TACC3 PPI = disruptors of ARNT/TACC3 protein interaction, primary screen, biochemical, AlphaScreen, single concentration; AlphaScreen His-ARNT PAS-B/GST-TACC3 binding, luminescence; TACC3 fragment carries E629A point mutation; inhibition, % at 9.99 µM; 390,000 tested, 0.66% active;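 active means mean inhibition of replicates at least 50% and at least half of replicates each reaching 50%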;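 further: 0% = complete ARNT plus TACC3 wells and 100% = ARNT alone without TACC3; many hits fall short of the cut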
ERp5 inh = inhibitors of ERp5-driven insulin aggregation, primary screen, biochemical, turbidity, absorbance 650 nm, single point; 350,000 tested, 0.05% active; inhibition, % at 9.99 µM; 90 min; Protein disulfide-isomerase A6 (Homo sapiens), Q15084;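 active means mean replicate inhibition above about 25%, with every replicate also reaching it, limit read from the data, passing the limit was not always enough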
Target sequence (Q15084 whole entry, looked up): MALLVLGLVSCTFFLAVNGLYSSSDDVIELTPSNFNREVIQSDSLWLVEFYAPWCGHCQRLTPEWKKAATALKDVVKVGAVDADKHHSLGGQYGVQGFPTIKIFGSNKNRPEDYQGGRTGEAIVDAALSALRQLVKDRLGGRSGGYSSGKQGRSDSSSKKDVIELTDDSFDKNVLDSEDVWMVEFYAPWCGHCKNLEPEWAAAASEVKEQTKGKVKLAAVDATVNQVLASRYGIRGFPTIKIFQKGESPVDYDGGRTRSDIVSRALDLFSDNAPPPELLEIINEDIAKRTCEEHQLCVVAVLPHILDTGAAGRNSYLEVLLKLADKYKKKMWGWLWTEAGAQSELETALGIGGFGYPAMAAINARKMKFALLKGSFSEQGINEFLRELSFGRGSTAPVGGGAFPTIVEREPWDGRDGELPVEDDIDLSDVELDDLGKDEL
esBAF inh = Bmi1 luciferase reporter increase in mESCs, primary screen, esBAF inhibitor project, mouse ES cells, Bmi1 luciferase knock-in, single point | 24 h; 100% = twice the neutral-well signal | reporter increase, % at 12.5 µM | 350,000 tested, 2% active | AID 602393, 2012; in the data active means activation above about 40%;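 further: 0% = median of the plate's neutral control wells and 100% = double that signal; a rise in the Bmi1 reporter signal indicates esBAF inhibition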
Cneo AK release = Cryptococcus neoformans cell lysis inducers, primary screen, AK release luminescence, single concentration; C. neoformans lysis, adenylate kinase release luminescence, 4 h; normalised: neutral wells 0, clomiphene wells 100; lysis activity, % at 15 µM; 360,000 tested, 0.2% active; AID 651654, 2012;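 active means mean lysis activity across replicates of at least 80%, whatever share of replicates individually reach that level; inactive means mean lysis activity below 80%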
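Schedule: static 4 h at 37 °C with compound, 1 h detection; system: C. neoformans cells; benchmarks: Clomiphene as positive control; buffer or medium: fresh YPD medium; measure: luminescence rise reflecting yeast cell lysis; measured by: luminescent adenylate kinase detection reagent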
miR122 inh = miR-122 Renilla sensor signal increase in Huh7, primary screen, miR-122 inhibitor project, cell-based, single point, plate reader; Huh7 miR-122 Renilla luciferase sensor, 48 h; neutral wells = 0, positive control = 100; activation (reporter increase), % at 12.5 µM; 340,000 tested, 0.3% active; AID 602342, 2012;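 active means mean replicate activation score at least 90 and every replicate individually at or above 90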;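 further: higher luciferase means less miR-122 activity so hits act as miR-122 inhibitors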
SIRT5 inh = SIRT5 desuccinylase inhibitors, primary screen, biochemical, fluorescence imaging, single point, set 5 | Purified SirT5, succinyl-peptide AMC, trypsin-coupled fluorescence | 330,000 tested, 1.1% active | inhibition, % at 15 µM; in the data active means inhibition above about 15%
Target sequence (Q9NXA8 whole entry, looked up): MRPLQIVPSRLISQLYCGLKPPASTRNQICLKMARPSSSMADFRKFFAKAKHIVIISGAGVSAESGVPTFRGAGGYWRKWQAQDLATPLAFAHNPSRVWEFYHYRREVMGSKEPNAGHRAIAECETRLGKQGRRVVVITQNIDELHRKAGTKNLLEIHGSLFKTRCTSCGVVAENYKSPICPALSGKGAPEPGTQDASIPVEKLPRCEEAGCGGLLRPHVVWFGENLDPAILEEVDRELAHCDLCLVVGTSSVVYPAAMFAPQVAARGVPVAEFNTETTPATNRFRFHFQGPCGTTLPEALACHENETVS
Statin myotox sup = suppressors of statin myotoxicity in C2C12 myotubes, primary screen, cell-based, single point, plate reader; C2C12 myotubes + simvastatin, ATP luminescence, 48 h; scaled: DMSO 0, geranylgeraniol control 100; rescue of ATP level, % at 7.49 µM; 330,000 tested, 0.78% active; AID 602340, 2012;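 active means mean ATP rescue above about 67%, or every replicate alone reaching that limit, limit read from the data, passing the limit was not always enough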;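 further: myotubes were challenged with 10 µM simvastatin during compound exposure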
* hit, by the source's call; . = no result given; [ ] = dose if it differs, or a comment.

1: Cc1nc(SCC(=O)c2ccccc2)c([N+](=O)[O-])[nH]1
2: Cc1cccc(C(=O)OCC(=O)NC(C)C2CC3CCC2C3)c1O (stereo not drawn)
3: CSc1nc(N)nc(SCC(=O)c2ccc(C)cc2)c1C#N
4: C=CCc1cccc2cc(C(=O)NCc3ccc(C(=O)OCC)o3)c(=O)oc12
5: O=C(COC(=O)c1cccnc1Cl)c1ccccc1
6: COc1ccccc1C1/C(=C(/O)c2ccc(OC(C)C)cc2)C(=O)C(=O)N1c1cc(C)on1 (stereo not drawn)

entry no.,1,2,3,4,5,6
ARNT TACC3 PPI,-4,11,-4,-10,-11,-5
ERp5 inh,.,-11,.,.,-12,.
esBAF inh,0,17,61*,1,44*,-4
Cneo AK release,-4,-1,-3,-4,-1,1
miR122 inh,9,-7,-8,-5,-1,-10
SIRT5 inh,.,-5,.,.,-4,.
Statin myotox sup,1,3,-14,.,27,9

7: O=C(NC(=S)Nc1ccc2[nH]c(=O)[nH]c2c1)c1cncc(Br)c1
8: Cc1ccc(C(=O)N/C(=C/c2ccc(-c3cc(C(F)(F)F)ccc3Cl)o2)C(=O)NCc2cccnc2)cc1
9: OCCNc1cnc2ccccc2n1
10: COc1cc(NC(=O)CC(C)S(=O)(=O)c2ccc3c(c2)NC(=O)CO3)cc(OC)c1OC (stereo not drawn)
11: C[C@H](CO)N1C[C@H](C)[C@@H](CN(C)CC2CC2)Oc2ccc(NS(=O)(=O)c3cccs3)cc2CC1=O
12: COc1ccc(NC(=O)N(C)C[C@@H]2Oc3ccc(NS(=O)(=O)c4ccc(OC)cc4)cc3CC(=O)N([C@H](C)CO)C[C@H]2C)cc1

entry no.,7,8,9,10,11,12
ARNT TACC3 PPI,-1,12,-12,6,-2,-9
ERp5 inh,0,.,1,-3,-1,8
esBAF inh,.,-3,5,-4,1,-1
Cneo AK release,.,4,-7,6,7,-4
miR122 inh,.,-4,0,-10,3[16.7 µM],5[16.7 µM]
SIRT5 inh,-6,.,.,-2,1,3
Statin myotox sup,.,-22,7,0,-14,4

13: CCCN(CC(=O)Nc1ccc(F)c(F)c1F)C(=O)CN1C(=O)NC2(CCCCC2)C1=O
14: Cn1c(SCc2nnc(-c3ccccc3Br)o2)nc2sc3c(c2c1=O)CCC3
15: CCCn1c(SCCc2ccccc2)nc2c1c(=O)[nH]c(=O)n2C
16: c1ccc2c(c1)-c1nc3ccccc3cc1C2N1CCOCC1 (stereo not drawn)
17: O=C(COC(=O)c1ccc([N+](=O)[O-])cc1)Nc1ccc(Cl)cn1
18: COC(=O)c1cc(Cl)c(NC(=O)c2ccc(F)cc2)cc1OC

entry no.,13,14,15,16,17,18
ARNT TACC3 PPI,.,-3,-1,7,-9,-2
ERp5 inh,6,.,.,6,0,-3
esBAF inh,6,-1,6,36,-2,.
Cneo AK release,1,0,-2,0,1,.
miR122 inh,-1,-2,-4,-9,-8,.
SIRT5 inh,0,.,.,-2,-2,-5
Statin myotox sup,-4,8,2,-2,7,.

19: COc1ccc(C(=O)c2c(C)oc3ccc(O)cc23)cc1
20: Cc1ccc(S(=O)(=O)N(C)C[C@@H]2OCCCC[C@@H](C)Oc3ccc(NC(=O)C4CCCCC4)cc3C(=O)N([C@@H](C)CO)C[C@@H]2C)cc1
21: CCN(CC)S(=O)(=O)c1ccc2c(c1)nc(SCC(=O)N1CCCCCC1)n2-c1ccc(OC)cc1
22: O=C1CC(N(CCc2ccccc2)C(=S)Nc2ccccc2)C(=O)N1c1ccc(Br)cc1 (stereo not drawn)
23: CC(C(=O)NCc1ccccn1)N1C(=O)c2ccccc2C1=O (stereo not drawn)
24: COc1cc([N+](=O)[O-])ccc1NC(=O)Nc1nc2c(s1)CCCC2

entry no.,19,20,21,22,23,24
ARNT TACC3 PPI,-4,-2,1,-1,2,-4
ERp5 inh,-1,.,.,6,.,5
esBAF inh,8,10,.,.,3,.
Cneo AK release,2,2,-1,0,-2,.
miR122 inh,-6,-8[16.7 µM],6,.,-9,.
SIRT5 inh,3,.,.,6,.,5
Statin myotox sup,8,-68,.,.,18,.

Part of the list above in order of count of non-hydrogen atoms, high to low.
20: Cc1ccc(S(=O)(=O)N(C)C[C@@H]2OCCCC[C@@H](C)Oc3ccc(NC(=O)C4CCCCC4)cc3C(=O)N([C@@H](C)CO)C[C@@H]2C)cc1
12: COc1ccc(NC(=O)N(C)C[C@@H]2Oc3ccc(NS(=O)(=O)c4ccc(OC)cc4)cc3CC(=O)N([C@H](C)CO)C[C@H]2C)cc1
21: CCN(CC)S(=O)(=O)c1ccc2c(c1)nc(SCC(=O)N1CCCCCC1)n2-c1ccc(OC)cc1
22: O=C1CC(N(CCc2ccccc2)C(=S)Nc2ccccc2)C(=O)N1c1ccc(Br)cc1 (stereo not drawn)
14: Cn1c(SCc2nnc(-c3ccccc3Br)o2)nc2sc3c(c2c1=O)CCC3
15: CCCn1c(SCCc2ccccc2)nc2c1c(=O)[nH]c(=O)n2C
16: c1ccc2c(c1)-c1nc3ccccc3cc1C2N1CCOCC1 (stereo not drawn)
19: COc1ccc(C(=O)c2c(C)oc3ccc(O)cc23)cc1

entry no.,20,12,21,22,14,15,16,19
ARNT TACC3 PPI,-2,-9,1,-1,-3,-1,7,-4
ERp5 inh,.,8,.,6,.,.,6,-1
esBAF inh,10,-1,.,.,-1,6,36,8
Cneo AK release,2,-4,-1,0,0,-2,0,2
miR122 inh,-8[16.7 µM],5[16.7 µM],6,.,-2,-4,-9,-6
SIRT5 inh,.,3,.,6,.,.,-2,3
Statin myotox sup,-68,4,.,.,8,2,-2,8

The listing continues.
#	Structure	ARNT TACC3 PPI	ERp5 inh	esBAF inh	Cneo AK release	miR122 inh	SIRT5 inh	Statin myotox sup
25	CCOc1ccc(N(C(C)C(=O)Nc2cccnc2)S(C)(=O)=O)cc1 (stereo not drawn)	.	2	4	1	0	1	10
26	C[C@@H]1CN([C@H](C)CO)C(=O)c2cc(NS(=O)(=O)c3cn(C)cn3)ccc2O[C@@H](C)CCCCO[C@@H]1CN(C)C(=O)CCCN(C)C	-16	8	-3	-3	11[16.7 µM]	-3	.
27	COc1ccc(S(=O)(=O)NCC(=O)N(CC(=O)NCC2CCCO2)Cc2ccccc2)cc1 (stereo not drawn)	-9	4	3	8	.	-1	3
28	COc1ccc(-c2ccc3c(c2)[C@@H]2[C@@H](CCN2S(=O)(=O)c2ccccc2C)[C@H](CO)N3C)cc1	-2	.	-2	-12	-1[16.7 µM]	.	-32
29	CC1CCc2nn(CC(=O)NCc3ccc4c(c3)OCO4)cc2C1 (stereo not drawn)	-1	-1	-8	0	-4	-1	10
30	CCC1Oc2ccc(C)cc2N(CC(=O)NCCN2C(C)CCCC2C)C1=O (stereo not drawn)	1	.	3	2	-2	.	-4
31	CC(C)C(C(=O)NCC1CCCO1)N(Cc1ccccc1)C(=O)CNS(=O)(=O)c1ccccc1 (stereo not drawn)	1	-2	-2	2	-3	-5	4
32	O=C(c1cc2ccccc2o1)N1CCCCCC1	0	.	37	1	12	.	1
33	C[C@@H]1CN([C@H](C)CO)C(=O)Cc2cc(NS(=O)(=O)c3ccccc3)ccc2O[C@H]1CN(C)C(=O)Nc1ccc(F)cc1	-15	-2	-4	2	-2[16.7 µM]	2	3
34	CCC1CCC/C1=N\NC(=O)c1cc(C)[nH]n1 (stereo not drawn)	-14	-2	20	-3	0	4	-1
35	N#C/C=C/N1CCN(C(=O)c2ccco2)CC1	3	7	-8	1	-6	2	0
36	O=C(NCc1cccnc1)C(=O)NC1CCCCC1	-14	-3	.	.	.	0	.
37	Cn1c(CN2CCCCC2)nc2cc(NS(=O)(=O)c3ccc(Cl)cc3)ccc21	20	.	-7	-1	-2	.	2
38	COc1ccc(C(N)CCc2ccco2)cc1 (stereo not drawn)	-8	.	6	-2	-4	.	-2
39	Cc1noc(C)c1NC(=O)N(C)C[C@@H]1Oc2ccc(NS(=O)(=O)c3cccs3)cc2CC(=O)N([C@H](C)CO)C[C@@H]1C	7	.	2	2	-4[16.7 µM]	.	-13
40	COc1ccc(/C=C(/NC(=O)c2ccco2)C(=O)Nc2cccc(C(=O)O)c2)cc1	-22	0	34	-3	-2	.	27
41	O=C(Cn1c(C(F)(F)F)nc2ccccc21)OCC(=O)c1c[nH]c2ccccc12	0	.	0	0	0	.	5
42	C[C@H](CO)N1C[C@H](C)[C@@H](CN(C)C(=O)Cc2cccnc2)Oc2cc(-c3cncnc3)ccc2S1(=O)=O	-15	-8	-5	-1	-2[16.7 µM]	2	-16
43	CCCCC1=CC2=C(c3ccco3)C(=O)C(C)(OC(=O)c3ccc(OC)cc3)C(=O)C2=CN1CCOC (stereo not drawn)	-3	.	8	-1	-4	.	-3
44	COc1cccc(C(=O)Oc2ccc(/C=N/Nc3ccc(C(=O)O)cc3)cc2OC)c1	12	-1	-8	-1	2	8	-10
45	C[C@@H]1C(c2ccc(F)cc2)=NN(c2ccc(Br)cc2)[C@H]1C(=O)N1CCOC1=O	-10	0	3	0	20	-1	11
46	C[C@H]1CN([C@@H](C)CO)C(=O)CCCn2cc(nn2)CO[C@@H]1CN(C)Cc1ccc(C(=O)Nc2ccccc2N)cc1	11	4	0	-2	0[16.7 µM]	-1	9
47	COc1cc(CNCc2cccnc2)ccc1OCc1ccccc1	5	0	12	0	-6	0	1
48	Cc1c(NC(=S)NC(NC(=O)C(C)C)C(Cl)(Cl)Cl)c(=O)n(-c2ccccc2)n1C (stereo not drawn)	-4	.	1	-2	-9	.	-2
49	COc1cccc(C(=O)N2C[C@H]3[C@@H](c4ccccc42)[C@H](CO)N3C(C)=O)c1	-4	3	3	-4	-42[16.7 µM]	2	0
50	CCCS(=O)(=O)NC(=O)C1(C)CCN(C(=O)c2cc(C)nn2C(C)(C)C)C1 (stereo not drawn)	.	5	1	1	8	8	2
51	Cc1cccc(Nc2ncnc3onc(-c4ccc(F)cc4)c23)c1C	-7	-2	-12	1	.	16*	-14
52	CC(C)Cn1c(SCC(N)=O)nnc1-c1cccc(S(=O)(=O)N2CCOCC2)c1	8	-2	-1	3	.	0	-5
53	CCCNC(=O)NC[C@@H]1[C@H](c2ccc(C3=CCCC3)cc2)[C@@H](CO)N1C(C)=O	-3	.	2	0	-14[16.7 µM]	.	-9
54	CCCCN1CCc2c(c3ccccc3n2Cc2ccccc2)C1	4	8	10	0	0	13	-12
55	COc1cccc(N(CC(=O)N2CCN(C)CC2)S(=O)(=O)c2ccccc2)c1	-1	-3	-10	1	-2	-2	2
56	O=C(C[C@H]1CC[C@@H]2[C@H](COC[C@@H](O)CN2Cc2cccc(C(F)(F)F)c2)O1)NCc1ccc(F)cc1	2	4	3	0	-6[16.7 µM]	0	-15
57	Fc1ccc(-c2ccnc(=S)[nH]2)cc1	-2	-7	-7	7	-8	-2	3
58	Cc1nn(-c2ccccc2)c(=O)c2noc(C)c12	-5	4	-4	.	.	-1	-2
59	CCOC(=O)c1c(NC(=O)C(F)(OC)C(F)(F)F)sc2c1CCN(C)C2 (stereo not drawn)	-3	.	-2	5	6	.	-12
60	Cc1cc2c(cc1C)NC(=O)CC(C(F)(F)C(F)(F)C(F)(F)F)=N2	13	.	1	2	-1	.	-4
61	CCCN(CC(=O)Nc1ccccc1C)C(=O)C1CC(=O)N(c2ccc(CC)cc2)C1 (stereo not drawn)	-2	-10	-5	3	-9	-2	8
